CHT allo act: CHT positive allosteric modulators, primary screen, cell-based, membrane potential dye, choline EC20; High affinity choline transporter 1 (Homo sapiens), Q9GZV3; CHT-expressing cells; stronger effect = higher value; LV-AA mutant CHT in HEK293 cells; B-score at 10 µM; 310,000 tested, 0.49% active; AID 488977, 2010;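 active means initial fluorescence not abnormally high and integrated response B-score, plate-corrected, over 3 SD above library mean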
Target sequence (Q9GZV3 whole entry, looked up): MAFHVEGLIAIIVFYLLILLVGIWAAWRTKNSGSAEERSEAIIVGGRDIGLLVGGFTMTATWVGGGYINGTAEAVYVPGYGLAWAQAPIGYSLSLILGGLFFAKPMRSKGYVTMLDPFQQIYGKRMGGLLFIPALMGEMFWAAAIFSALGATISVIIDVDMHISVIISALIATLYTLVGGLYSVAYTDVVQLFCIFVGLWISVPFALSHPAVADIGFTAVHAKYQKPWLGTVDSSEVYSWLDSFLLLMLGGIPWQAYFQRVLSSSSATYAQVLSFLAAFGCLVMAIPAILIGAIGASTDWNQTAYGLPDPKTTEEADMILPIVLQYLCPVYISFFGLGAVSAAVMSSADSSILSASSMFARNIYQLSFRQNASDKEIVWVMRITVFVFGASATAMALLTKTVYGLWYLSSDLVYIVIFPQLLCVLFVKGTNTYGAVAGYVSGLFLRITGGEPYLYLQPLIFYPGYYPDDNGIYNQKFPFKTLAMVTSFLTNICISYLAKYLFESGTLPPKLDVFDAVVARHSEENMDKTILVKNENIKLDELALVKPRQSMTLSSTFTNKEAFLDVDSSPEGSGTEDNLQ
OX1R antag: OX1R (HCRTR1) antagonists, primary screen, fluorescence, CHO/OX1R cells, Fluo-8 calcium, orexin A; Fluo-8 calcium fluorescence; 330,000 tested, 0.43% active; inhibition, % at 5 µM;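 active means inhibition above its plate's threshold, mean inhibition of all tested compounds on the plate plus 3 SD, cut at about 37% in these data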;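 further: 0% = orexin A challenge wells and 100% = SB-334867-A antagonist wells; not every result past the cut was called active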
Target sequence (O43613 whole entry, looked up): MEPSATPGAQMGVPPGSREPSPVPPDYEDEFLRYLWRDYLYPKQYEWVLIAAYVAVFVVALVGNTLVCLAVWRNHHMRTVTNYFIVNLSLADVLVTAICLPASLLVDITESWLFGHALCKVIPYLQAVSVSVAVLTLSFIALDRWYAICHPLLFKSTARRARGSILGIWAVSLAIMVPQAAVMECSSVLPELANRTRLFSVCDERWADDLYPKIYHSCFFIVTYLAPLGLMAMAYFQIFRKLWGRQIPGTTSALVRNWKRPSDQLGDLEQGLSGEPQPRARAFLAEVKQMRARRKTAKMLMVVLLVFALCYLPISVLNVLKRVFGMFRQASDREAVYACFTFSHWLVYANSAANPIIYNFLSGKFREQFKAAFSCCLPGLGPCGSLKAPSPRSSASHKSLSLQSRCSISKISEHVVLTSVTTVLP
* marks the source's active call; other numbers are inactive results.

Screening O=C(Nc1cccc(Br)c1)c1ccc(OC2CSC2)cc1 returned CHT allo act inactive and OX1R antag 0.3.
`Cc1ccc(-c2c(C(=O)N/N=C/c3sccc3C)nnn2-c2nonc2N)cc1` gave CHT allo act inactive and OX1R antag -19.0.
CC(=O)c1c(C)nc(-c2cccc([N+](=O)[O-])c2)n1O was read as CHT allo act inactive and OX1R antag -4.9.
Screening COc1cc2c(cc1O)[C@H](Cc1ccc(Oc3cc(C[C@@H]4NCCc5cc(OC)c(O)cc54)ccc3O)cc1)NCC2 returned CHT allo act inactive and OX1R antag -49.8.
Screening CCOc1ccc(CCNC(=O)COC(=O)c2ccc(C)c([N+](=O)[O-])c2)cc1OCC returned CHT allo act inactive and OX1R antag -19.7.
For O=C(NS(=O)(=O)Nc1ccccc1)C1=C(N2CCCC2)COC1=O the results were OX1R antag 4.0.
`Cc1ccc(/C=C/S(=O)(=O)NCCC(=O)NCc2ccccc2F)cc1` gave OX1R antag -5.2.
Screening Cc1cccc2cc(CN(C(=O)c3cnccn3)C3CCCCC3)c(Cl)nc12 returned CHT allo act inactive and OX1R antag 28.7.
`Cc1cccc(N2C(S)=C(C#N)C(=O)NC23CCCCC3)c1` gave CHT allo act inactive and OX1R antag 1.4.
For Cc1ccc(S(=O)(=O)N2CCCC2CO)cc1 (stereo not given) the results were CHT allo act inactive and OX1R antag -1.1.
COc1ccc(NC(=O)CN(Cc2ccco2)Cc2ccco2)cc1S(=O)(=O)N1CCCCC1 was read as OX1R antag 20.2.
Screening FC(F)Oc1ccc(NC(=S)NCc2nc3ccccc3[nH]2)cc1 returned CHT allo act inactive and OX1R antag -15.8.
`Cc1ccc(N(C)S(=O)(=O)c2cccc(C(=O)Nc3nc4ccccc4[nH]3)c2)cc1` gave CHT allo act inactive and OX1R antag -21.8.
`Cc1ccc(C2=CSC3=NS(=O)(=O)CCN23)cc1` gave CHT allo act inactive and OX1R antag -7.9.
For COC(=O)c1c(NC(=O)C2c3ccccc3Oc3ccccc32)sc(C)c1C the results were CHT allo act inactive and OX1R antag -26.7.
For COc1ccc(S(=O)(=O)N2CCSC2c2ccc(OC)c(OC)c2)cc1 (stereo not given) the results were CHT allo act inactive and OX1R antag 5.8.
For Cc1ccc(SCc2cc(=O)n3[nH]cnc3n2)cc1 the results were CHT allo act inactive and OX1R antag 5.9.
`COc1ccc(CCNC(=O)COc2cc(C)cc3oc(=O)cc(C)c23)cc1OC` gave CHT allo act inactive and OX1R antag -22.2.
Screening CC(C)[C@H](N)C(=O)NC[C@H](CC(=O)NC[C@H]1CC[C@H](C(=O)O)CC1)c1ccc(Cl)cc1 returned CHT allo act inactive and OX1R antag 1.8.
Screening O=[N+]([O-])c1ccc(-c2ccc(/C=N/Nc3nc(N4CCCC4)nc(N4CCCC4)n3)o2)cc1 returned CHT allo act inactive and OX1R antag -20.5.
CCOC(=O)c1c(C)[nH]c(C)c1C(=O)CN1C(=O)NC(CC(C)C)C1=O (stereo not given) was read as CHT allo act inactive and OX1R antag -9.4.
Cc1ccc(C)c(N(CC(=O)NCc2ccc3c(c2)OCO3)C(=O)CCC(=O)Nc2ccccn2)c1 was read as CHT allo act inactive and OX1R antag -26.1.
Screening Cc1cc(C)c(-c2csc(NC(=O)c3n[nH]c(=O)c4ccccc34)n2)c(C)c1 returned CHT allo act inactive and OX1R antag -31.4.
`O=[N+]([O-])c1ccc(C2=Nc3cc(Cl)ccc3OC2)cc1` gave CHT allo act inactive and OX1R antag -31.3.

Of the compounds above, these have an aryl methoxy group:
Screening COc1cc2c(cc1O)[C@H](Cc1ccc(Oc3cc(C[C@@H]4NCCc5cc(OC)c(O)cc54)ccc3O)cc1)NCC2 returned CHT allo act inactive and OX1R antag -49.8.
COc1ccc(NC(=O)CN(Cc2ccco2)Cc2ccco2)cc1S(=O)(=O)N1CCCCC1 was read as OX1R antag 20.2.
For COc1ccc(S(=O)(=O)N2CCSC2c2ccc(OC)c(OC)c2)cc1 (stereo not given) the results were CHT allo act inactive and OX1R antag 5.8.
`COc1ccc(CCNC(=O)COc2cc(C)cc3oc(=O)cc(C)c23)cc1OC` gave CHT allo act inactive and OX1R antag -22.2.

New compounds follow:
For S=c1[nH]c2cc(-c3ccccc3)ccc2o1 the results were CHT allo act inactive and OX1R antag -5.8.
`CC(C)c1ccc(NS(=O)(=O)c2cccc3cccnc23)cc1` gave CHT allo act inactive and OX1R antag -11.9.
CCN(CC(=O)N1CCCC1)S(=O)(=O)c1ccccc1 was read as CHT allo act inactive.
For O=C(CN1CCN(C(=O)c2ccccc2)CC1)Nc1ccccc1 the results were CHT allo act inactive and OX1R antag -4.2.
Cc1ccc(-c2cc(=O)c3ccc(F)cc3[nH]2)cc1 was read as CHT allo act inactive and OX1R antag -12.6.
For CNc1nccc(-c2ccc(F)cc2)c1C#N the results were CHT allo act inactive and OX1R antag 1.9.
For Cc1cccc(NC(=O)Cn2c(=O)oc3ccccc32)c1 the results were CHT allo act inactive and OX1R antag -6.4.
Screening FC(F)(F)c1cnc(N2CCN(C(=S)NCc3ccccc3)CC2)c(Cl)c1 returned CHT allo act inactive and OX1R antag 8.1.
Screening CCc1ccc(/C=N\n2cnnc2)cc1 returned CHT allo act inactive and OX1R antag -23.3.
Screening COCCNc1nc(-c2cc(C)n(CCc3ccc(OC)cc3)c2C)cs1 returned CHT allo act inactive and OX1R antag 0.0.
Screening C/C(CC(=O)Nc1ccc2c(c1)OCCO2)=N\NC(=O)c1ccc([N+](=O)[O-])cc1Cl returned CHT allo act inactive and OX1R antag 7.6.
`C/C(=N\NC(=O)c1ccc(NS(=O)(=O)c2cccs2)cc1)c1ccc(Cl)cc1` gave CHT allo act inactive and OX1R antag -7.5.
Screening Cc1ccc(CNC(=O)c2ccc3c(=O)n4c(-c5ccc(C)cc5)csc4nc3c2)cc1 returned CHT allo act inactive and OX1R antag -12.2.
Screening CC(C)(C)c1ccc(N2C(=O)CC(c3ccccc3)C2=O)cc1 (stereo not given) returned CHT allo act inactive.
CCCNC(=O)Nc1nc2ccccc2s1 was read as CHT allo act inactive and OX1R antag -17.1.
Screening CCCCNC(=O)c1nn2c(C(F)(F)F)cc(-c3ccc(OC)cc3)nc2c1Br returned CHT allo act inactive and OX1R antag -34.8.
Screening Cc1cccc(COc2ccccc2C(=O)NC2CCC(O)CC2)c1 (stereo not given) returned CHT allo act inactive and OX1R antag -25.4.
COc1ccc(CCN(C)C/C=C/c2ccccc2)cc1OC was read as CHT allo act inactive.
Screening O=C(O)CCC(=O)Nc1sc2c(c1C(=O)NC1CCCC1)CCCC2 returned CHT allo act inactive and OX1R antag -12.4.
Screening C=CCn1cccc(C(=O)Nc2ccc(OC)cc2)c1=O returned CHT allo act inactive and OX1R antag -16.1.
Screening COc1ccc(CNC(=O)C2CCN(C(=O)c3ccccc3)CC2)cc1 returned CHT allo act inactive and OX1R antag -8.9.
For COc1ccc(/C=C(/NC(=O)c2ccccc2)C(=O)NCC2CCCO2)cc1 (stereo not given) the results were CHT allo act inactive and OX1R antag -4.2.
Screening COc1cc2c(cc1NC(=O)c1cc(-c3ccncc3)nc3ccccc13)oc1ccccc12 returned CHT allo act inactive and OX1R antag -20.4.
O=C(CN1CCC(C(=O)O)CC1)Nc1ccccc1Oc1ccccc1 was read as CHT allo act inactive and OX1R antag 5.7.

Overlap with the part before: 3 entries, then new ones.
For COc1ccc(/C=C(/NC(=O)c2ccccc2)C(=O)NCC2CCCO2)cc1 (stereo not given) the results were CHT allo act inactive and OX1R antag -4.2.
Screening COc1cc2c(cc1NC(=O)c1cc(-c3ccncc3)nc3ccccc13)oc1ccccc12 returned CHT allo act inactive and OX1R antag -20.4.
O=C(CN1CCC(C(=O)O)CC1)Nc1ccccc1Oc1ccccc1 was read as CHT allo act inactive and OX1R antag 5.7.
`Cc1ccc(Nc2nnc(SCC(=O)NC3CCCc4ccccc43)s2)cc1` (stereo not given) gave CHT allo act inactive and OX1R antag -51.0.
`O=C(Nc1ccccc1OC(F)F)C1CC(=O)N(Cc2ccccc2)C1` (stereo not given) gave CHT allo act inactive and OX1R antag -14.3.
COC(=O)C1=C(C)N(c2ccc(Br)cc2)C(=O)/C1=C\c1ccco1 was read as CHT allo act inactive and OX1R antag -11.6.
Cc1ccc(OCc2ccc(C(=O)Nc3nc4ccccc4n3Cc3ccccc3)o2)c([N+](=O)[O-])c1 was read as CHT allo act inactive and OX1R antag 0.3.
Screening COc1cc(Br)c(C2C(C#N)=C(N)Oc3n[nH]c(-c4cccnc4)c32)cc1OC (stereo not given) returned CHT allo act inactive and OX1R antag -13.2.
O=C(Nc1ccc(F)c(F)c1)C1CCN(S(=O)(=O)c2cccs2)CC1 was read as OX1R antag -4.2.
c1ccc(CN2C3=NCCCN3c3ccccc32)cc1 was read as CHT allo act inactive and OX1R antag -5.8.
`CCCC(C)C(=O)Nc1nc(C)c(-c2csc(Nc3ccc(Cl)cc3)n2)s1` (stereo not given) gave CHT allo act inactive and OX1R antag -20.2.
For CC1CCc2nc(NC(=O)CN3CCN(c4ccccc4)CC3)sc2C1 (stereo not given) the results were CHT allo act inactive and OX1R antag -13.3.
`O=C(COC(=O)/C=C/c1ccccc1[N+](=O)[O-])NCc1ccco1` gave OX1R antag -26.6.
For Cc1c(C(=O)N(C)CCOc2ccccc2)oc2c(Cl)cccc12 the results were OX1R antag -11.7.
Screening CCCCCn1c(C(C)NC(=O)CCC)nc2ccccc21 (stereo not given) returned CHT allo act inactive and OX1R antag -25.4.
For COc1cccc(-c2cc(C(=O)N3CCN(C(=O)c4ccco4)CC3)[nH]n2)c1 the results were CHT allo act inactive and OX1R antag -15.9.
For Cc1cc(C)c(C)c(S(=O)(=O)N2CCC(C(=O)NC3=NCCS3)CC2)c1C the results were OX1R antag -6.2.
Screening COc1ccc(-n2nc(C(=O)NCC(=O)N3CCN(c4ccc(F)cc4)CC3)c3ccccc3c2=O)c(OC)c1 returned CHT allo act inactive and OX1R antag -36.6.
For CC1=C(C(=O)OC(C)C)C(c2ccco2)NC(=O)N1 (stereo not given) the results were CHT allo act inactive and OX1R antag -9.1.
Screening COCCOc1ccc(C(F)(F)F)cc1NC(=O)c1ccc(C)cc1 returned CHT allo act inactive and OX1R antag -15.9.
For CN(Cc1ccccc1)C(=O)CSc1cc(=O)n(C)c2ccccc12 the results were CHT allo act inactive and OX1R antag -5.6.
Screening Cc1ccc(S(=O)(=O)N(C)CC(=O)NCCCn2nc(C)cc2C)cc1 returned OX1R antag -16.1.
Screening Cc1ccc(C(=O)N2NC(c3ccccc3F)C3C(=O)N(c4cccc(C)c4)C(=O)C32)cc1 (stereo not given) returned CHT allo act inactive and OX1R antag -23.2.
`COc1ccc(C2=NOC(C(=O)NCCCn3ccnc3)C2)cc1` (stereo not given) gave CHT allo act inactive and OX1R antag -16.7.
Cc1ccc(N2CCN(C(=O)Nc3cccc([N+](=O)[O-])c3)CC2C)cc1 (stereo not given) was read as CHT allo act inactive and OX1R antag -19.4.
Screening CCCC1=NN2C(=N)/C(=C\c3cc(C)n(Cc4ccccc4)c3C)C(=O)N=C2S1 returned CHT allo act inactive and OX1R antag 104.3*.
For O=C(NCCO)C(=O)c1c(-c2ccc(Cl)cc2)cc2ccccn12 the results were CHT allo act inactive and OX1R antag -10.0.

Not a retest: an excerpt of the list.
Screening Cc1ccc(C(=O)N2NC(c3ccccc3F)C3C(=O)N(c4cccc(C)c4)C(=O)C32)cc1 (stereo not given) returned CHT allo act inactive and OX1R antag -23.2.
`COc1ccc(C2=NOC(C(=O)NCCCn3ccnc3)C2)cc1` (stereo not given) gave CHT allo act inactive and OX1R antag -16.7.
Cc1ccc(N2CCN(C(=O)Nc3cccc([N+](=O)[O-])c3)CC2C)cc1 (stereo not given) was read as CHT allo act inactive and OX1R antag -19.4.
Screening CCCC1=NN2C(=N)/C(=C\c3cc(C)n(Cc4ccccc4)c3C)C(=O)N=C2S1 returned CHT allo act inactive and OX1R antag 104.3*.
For O=C(NCCO)C(=O)c1c(-c2ccc(Cl)cc2)cc2ccccn12 the results were CHT allo act inactive and OX1R antag -10.0.

The listing continues.
For COc1cccc2sc(N3CCN(C(=O)C4COc5ccccc5O4)CC3)nc12 (stereo not given) the results were CHT allo act inactive and OX1R antag -23.8.
For O=C(Nc1nc2c(s1)CCc1ccccc1-2)c1ccco1 the results were CHT allo act inactive and OX1R antag -12.3.
Cc1ccccc1NC(=O)c1nnn(-c2ccc3c(c2)OCCO3)c1N was read as CHT allo act inactive and OX1R antag -0.1.
CCOc1ccc(NS(=O)(=O)c2cc(C(=O)N3CC(C)OC(C)C3)ccc2C)cc1 (stereo not given) was read as CHT allo act inactive and OX1R antag -30.8.
`CCc1nnc(NC(=O)c2ccc(C)o2)s1` gave CHT allo act inactive and OX1R antag 4.6.
CCN(C[C@H]1N[C@@](Cc2ccccc2)(C(=O)OC)[C@H]2C(=O)N(Cc3ccccc3)C(=O)[C@@H]12)S(=O)(=O)c1ccc(C)cc1 was read as OX1R antag -10.7.
CN(CC(=O)Nc1ccc(Cl)c(Cl)c1)C(=O)c1cccc2cccnc12 was read as OX1R antag -19.2.
For CSc1c(CC(=O)Nc2ccccc2)n(Cc2ccccc2)c2ccccc12 the results were CHT allo act inactive and OX1R antag -20.7.
`CCN(CC)CC#CC(C)(C)OC(C)=O` gave CHT allo act inactive and OX1R antag -19.1.
Screening CCOC(=O)C1CCN(C(=O)c2cccc(S(=O)(=O)N3CCc4ccccc43)c2)CC1 returned OX1R antag -16.2.
CC(C)(C)C(=O)NN=C1CCC(c2ccccc2)CC1 (stereo not given) was read as CHT allo act inactive.
`CCc1ccc(CN2CCC(n3nccc3NC(=O)Cc3ccccc3)CC2)o1` gave CHT allo act inactive.
Screening CC(C)c1ccc(NC(=O)c2ccc3c(c2)CCN3S(C)(=O)=O)cc1 returned CHT allo act inactive and OX1R antag -4.4.
For COc1ccc(C(=O)c2c(C)c(CCC#N)n3ccccc23)c(OC)c1 the results were CHT allo act inactive and OX1R antag -33.0.
Screening CC(/C=C1\SC(=Nc2cccnc2)NC1=O)=C\c1ccccc1 returned CHT allo act inactive and OX1R antag -21.7.
For CC(Oc1ccc2oc(-c3ccccc3)c(C(=O)O)c2c1)C(=O)O (stereo not given) the results were CHT allo act inactive and OX1R antag -9.2.

Assay outcomes: PubChem, several laboratories
